LDHA inh: inhibitors of human lactate dehydrogenase A. P00338. activity change, % (values are at about 110 or 230 µM). AID 1347041. purified LDHA, NADH/diaphorase-resazurin fluorescence; stronger effect = lower value. actives 0.15% (n = 480,000); in the data active means activity change below about -30%; inconclusive means mostly about -25% to -30%;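 further: plate controls were DMSO wells for no effect and wells without enzyme for full effect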
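Enzyme activity of human lactate dehydrogenase 5 (2 nM; 0.06 mM NADH, 0.2 mM pyruvate, 5 min, RT) is measured via a resazurin/diaphorase fluorescence readout of residual NADH.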
RGS4 inhibitor: inhibitors of human regulator of G protein signaling 4. P49798. Transcreener GDP fluorescence polarization, RGS4-accelerated GTP hydrolysis. Potency, µM (top dose mostly 114 µM), for the others: at the highest dose activity change, negative = inhibition, hits mostly inhibitors. actives 0.039% (n = 390,000); further: potency means the concentration at half of the fitted maximal effect; on the % scale 0 is the no-effect control and ±100 the full control effect; nearly all actives have a fitted effect of over 75% in size; some results filed as inactive show a strong effect at the top dose
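MLSMR compounds (23 nl, pin-transferred) preincubated 10 min at room temperature with a 500nM (2x) first reagent, then RGS4 at 900nM (2x) plus Transcreener GDP mix added; fluorescence polarization (620/688 nm) read before and after 90 min at 30 °C.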
rTrxR1 inhibitor: rat TrxR1 inhibition. AID 588453. actives 1% (n = 390,000). Potency, µM (series often up to 114 µM), for inactives: top-dose activity change, negative = inhibition, most hits filed as inhibitors. O89049. recombinant rTrxR1, NADPH fluorescence consumption, selenite substrate; further: potency means the concentration at half of the fitted maximal effect; on the % scale 0 is the no-effect control and ±100 the full control effect; nearly all actives have a fitted effect of over 65% in size
Target sequence (O89049 whole entry, looked up): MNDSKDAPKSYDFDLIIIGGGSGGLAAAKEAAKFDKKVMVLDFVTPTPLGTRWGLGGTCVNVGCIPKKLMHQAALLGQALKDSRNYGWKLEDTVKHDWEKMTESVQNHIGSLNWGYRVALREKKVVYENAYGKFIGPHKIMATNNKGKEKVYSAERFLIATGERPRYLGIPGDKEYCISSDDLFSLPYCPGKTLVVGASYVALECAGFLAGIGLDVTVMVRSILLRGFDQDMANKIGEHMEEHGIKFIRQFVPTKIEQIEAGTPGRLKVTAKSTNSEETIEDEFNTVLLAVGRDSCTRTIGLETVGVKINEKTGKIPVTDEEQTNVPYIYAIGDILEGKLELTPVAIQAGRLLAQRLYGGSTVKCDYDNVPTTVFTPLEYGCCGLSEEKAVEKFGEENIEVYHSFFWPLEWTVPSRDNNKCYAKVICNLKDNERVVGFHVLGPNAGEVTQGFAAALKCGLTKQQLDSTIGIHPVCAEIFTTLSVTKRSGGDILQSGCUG
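Rat TrxR1 (90 nM in the dispensed reagent) was pre-reduced with 400 uM NADPH for 5 min at room temperature, then incubated with compound for 15 min. After 400 uM selenite was added, NADPH fluorescence (Ex 340/Em 450 nm) was followed for 8 min.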
mIDH1 inhibitor: human IDH1 R132H inhibition. O75874. IDH1-R132H enzyme, NADPH consumption, diaphorase/resazurin fluorescence. Potency, µM (top dose mostly 76.6 µM), inactives show at the highest dose activity change, negative = inhibition, actives largely listed as inhibitors. actives 0.093% (n = 390,000). AID 602179; further: potency means the concentration at half of the fitted maximal effect; on the % scale 0 is the no-effect control and ±100 the full control effect; nearly all actives have a fitted effect of over 65% in size
Target sequence (O75874 whole entry R132H, stated change not applied): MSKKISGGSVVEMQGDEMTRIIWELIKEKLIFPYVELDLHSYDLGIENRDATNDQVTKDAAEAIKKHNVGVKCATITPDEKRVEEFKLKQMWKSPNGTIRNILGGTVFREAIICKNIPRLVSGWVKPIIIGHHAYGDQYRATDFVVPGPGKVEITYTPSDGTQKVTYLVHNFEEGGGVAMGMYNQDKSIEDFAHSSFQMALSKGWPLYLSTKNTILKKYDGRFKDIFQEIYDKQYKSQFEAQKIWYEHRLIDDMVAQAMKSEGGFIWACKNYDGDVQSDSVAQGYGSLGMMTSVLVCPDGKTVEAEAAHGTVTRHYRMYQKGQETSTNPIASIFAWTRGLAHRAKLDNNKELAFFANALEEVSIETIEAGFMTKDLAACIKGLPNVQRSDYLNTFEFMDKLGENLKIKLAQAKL
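IDH1-R132H (0.5 ug/mL) preincubated 30 min with compound, then NADPH (0.016 mM) and alpha-KG (2 mM) added; 80 min at RT, pH 7.5. Remaining NADPH coupled via diaphorase/resazurin to fluorescence (540/590 nm); concentration-response curves normalized to no-enzyme control.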
Vif-A3G inh: inhibitors of Vif-APOBEC3G interaction. actives 0.076% (n = 410,000). Q9HC16. AID 602310. HeLa A3G-eYFP + Vif (tagged APOBEC3G with the HIV-1 protein that degrades it), YFP fluorescence, overnight. Potency, µM (titrated, usually from 46.1 µM), for the others: at the top dose activity, negative = active, hits mostly inhibitors;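 further: potency means the concentration at half of the fitted maximal effect; on the % scale 0 is the no-effect control and ±100 the full control effect; nearly all actives have a fitted effect of over 60% in size; hits raise eYFP signal because A3G escapes Vif-driven loss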
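Read-out is eYFP fluorescence (Ex 488/Em 500-530) from Vif-expressing HeLa A3G-eYFP cells; more signal means A3G escaped Vif-mediated degradation. Cells plated overnight, compound pinned in, incubated overnight at 37 deg C.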
USP1 inh: blocks the human USP1/UAF1 deubiquitinase complex; recombinant USP1/UAF1, Ub-Rhodamine cleavage fluorescence; Potency, µM (highest dose often 57.1 µM), for inactives: top-dose activity change, negative = inhibition, hits mostly inhibitors; actives 0.23% (n = 390,000); AID 743255; further: potency means the concentration at half of the fitted maximal effect; on the % scale 0 is the no-effect control and ±100 the full control effect; nearly all actives have a fitted effect of over 60% in size; inactives centre near -12
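1 nM enzyme complex + cpd, 15 min RT; start with Ub-Rho 150nM final; kinetic fluorescence ex 480/em 540, 6 reads q60 s. Buffer 50mM HEPES pH 7.8, 0.5mM EDTA, 0.1 mg/ml BSA, 1mM TCEP, 0.01% Tween-20.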
Vif-A3F inh: inhibitors of Vif-A3F interaction | AID 602313 | actives 0.2% (n = 390,000) | Potency, µM (titrated, usually from 46.1 µM), for inactives: at the top dose activity, negative = active | HeLa A3F-eYFP + Vif (tagged APOBEC3F with the HIV-1 protein that degrades it), YFP fluorescence increase; further: potency means the concentration at half of the fitted maximal effect; % of control where 0% means no effect; nearly all actives have a fitted effect of over 65% in size
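Fluorescence increase (Ex 488/Em 500-530) after overnight compound treatment at 37 deg C flags inhibition of Vif-driven A3F-eYFP loss in stable HeLa A3F-eYFP/Vif cells seeded overnight beforehand.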
GRP78 ERSR act: induces the endoplasmic reticulum stress response in human glioma cells. actives 0.02% (n = 420,000). Potency, µM, for the others: at the highest dose activation, usual class: activators. U87-MG GRP78 promoter luciferase reporter, 16 h; further: potency means the concentration at half of the fitted maximal effect; series mostly up to about 76 µM; % of control where 0% means no effect; nearly all actives have a fitted effect of over 35% in size
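Stably transfected U87-MG human glioma cells carrying a GRP78-based luminescent sensor were seeded at 1000 cells/well, pin-dosed with compounds and incubated 16 h. Luciferase reagent was then added, and end-point luminescence was read after 10 min at room temperature.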
TrxR1 substrate: rat thioredoxin reductase 1 substrate activity. O89049. purified TrxR1 substrate turnover, NADPH consumption readout. Potency, µM (top dose mostly 114 µM), for the others: at the highest dose activity change, negative = substrate turnover. actives 0.01% (n = 390,000); further: potency means the concentration at half of the fitted maximal effect; on the % scale 0 is the no-effect control and ±100 the full control effect; nearly all actives have a fitted effect of over 50% in size
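Rat TrxR1, dispensed at 90 nM, was prereduced with 400 uM NADPH (final) for 5 min at ~22 deg C, then incubated with compound 15 min before 400 uM selenite. A first-read NADPH fluorescence drop versus no-compound background flagged substrates.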
Starred values were filed as active, the others as inactive; u = inconclusive; x = no result given; & = joins results of further samples; [ ] = remark or other dose. Unless noted, the call rests on the fitted dose curve; in most records, active means well fitted curve in the direction sought with a large enough effect; inconclusive means small, poorly fitted or top-dose-only effect, or another doubt; inactive means no such curve, though single readings can be large; an effect the other way counts as inactive or inconclusive. An excerpt, so the mix of outcomes need not match the whole.

SMILES | LDHA inh | RGS4 inhibitor | rTrxR1 inhibitor | mIDH1 inhibitor | Vif-A3G inh | USP1 inh | Vif-A3F inh | GRP78 ERSR act | TrxR1 substrate
CCOC(=O)C1=C(Nc2ccccc2)CC(C)(O)C(C(=O)OCC)C1c1ccc(Br)cc1 (stereo not given) | 1.6 | -37.8% | 8.8% | 0.0% | -11.7% | -19.9% | -0.4% | -4.2% | 1.4%
O=C(NCC(c1ccco1)N1CCCC1)c1ccc(Cl)cc1 (stereo not given) | -6.0 | -20.7% | -5.7% | 4.9% | 2.0% | -12.3% | -24.2% | -3.0% | -6.3%
CCOc1nc(SC(C(C)=O)C(=O)Nc2ccccc2)nc(N(C)C)n1 (stereo not given) | -1.9 | -35.1% | u | 1.1% | -3.0% | -22.5% | -5.5% | 5.8% | -1.1%
O=C(CSc1nnc(NC(=O)c2cccc(F)c2)s1)NC1CCCC1 | -2.6 | -10.6% | 12.3% | 8.0% | 1.3% | 1.2% | 2.5% | 4.3% | 0.7%
CC(=O)Nc1ccc(S(=O)(=O)Nc2nc3ccccc3s2)cc1 | -17.2 | 25.2% | 19.6%[57.1 µM] | -12.4% | -4.8% | -9.5% | -11.5% | 1.3% | 1.2%[57.1 µM]
CCC12CN3CC(CC)(CN(C1)C3c1ccc(OC(C)C)cc1)C2=O (stereo not given) | -0.2 | 1.0% | -0.8%[57.1 µM] | -1.2% | -6.4% | -16.6% | -5.2% | -4.3% | 6.6%[57.1 µM]
CCC1CCCCN1C(=S)NC(=O)c1cccs1 (stereo not given) | -3.9 | -33.4% | -11.9%[57.1 µM] | -3.3% | 0.7% | -17.5% | -15.7% | -1.5% | -8.1%[57.1 µM]
Cn1c(=O)c2c(ncn2CC(=O)N2CCOCC2)n(C)c1=O | -5.9 | 3.2% | 3.5% | -0.5% | 1.2% | -11.7% | -3.7% | -1.6% | -1.8%
CCC(=O)NC(C)C(c1cccs1)N1CCN(Cc2ccccc2)CC1 (stereo not given) | 1.3 | -6.1% | 0.8%[57.1 µM] | -8.6% | -1.4% | -14.4% | -9.1% | -2.4% | -7.9%[57.1 µM]
C=CCn1c(SCCN2CCCCC2)nc2c1c(=O)[nH]c(=O)n2C | -0.5 | -4.2% | 16.8%[57.1 µM] | 7.3% | 1.8% | -24.8% | 1.0% | 8.3% | 8.7%[57.1 µM]
CC(=O)c1ccc(S(=O)(=O)N2CCN(C(=O)c3ccccc3Cc3ccccc3)CC2)cc1 | -6.8 | 8.2% | 1.8% | 1.3% | 1.1% | -6.0% | -11.0% | -4.9% | -2.7%
CCN(c1ccccc1)S(=O)(=O)c1ccc(Cl)c(NC(=O)CSc2nncn2C)c1 | -6.5 | -8.1% | -2.7%[57.1 µM] | -0.6% | -1.6% | -16.7% | 5.3% | 1.9% | 4.9%[57.1 µM]
O=C(NCc1ccccc1Cl)c1ccc(CSCc2cccc(F)c2)o1 | -2.5 | 14.0% | 6.8%[57.1 µM] | 14.0% | 2.3% | -8.4% | 0.2% | 0.4% | -5.0%[57.1 µM]
CCOC(=O)c1[nH]c2ccc(C)cc2c1N=C(C)N(C)C | -0.7 | 31.3% | 6.8%[57.1 µM] | 8.6% | 9.6% | -8.7% | 9.5% | -1.4% | 13.8%[57.1 µM]
Cc1onc(-c2ccccc2)c1C(=O)NNC(=S)NC(=O)c1ccc(Br)cc1 | -5.0 | -43.4% | u | -2.0% | -6.7% | 2.0% | 2.1% | u | -11.7%
CCOc1ccc(CNC(=O)c2ccc3c(c2)nnn3C2CCCC2)cc1 | -2.0 | -19.8% | -7.8%[57.1 µM] | -1.8% | -1.4% | -6.7% | 3.5% | 2.9% | -5.3%[57.1 µM]
COc1cc([N+](=O)[O-])ccc1NC(=O)N1CCC2(CC1)Nc1ccccc1-n1cccc12 | -7.4 | 19.4% | 30.2%[57.1 µM] | -6.0% | -0.3% | u | -1.9% | -0.6% | -2.7%[57.1 µM]
O=C(COC(=O)Cc1ccc(Cl)cc1)NCc1ccc2c(c1)OCO2 | 1.1 | -26.8% | -1.5% | 5.5% | -0.3% | -17.2% | -3.2% | -2.4% | -12.8%
O=C1c2ccccc2C(=O)N1Cc1cccnc1 | -9.0&-10.1 | 1.4% | 9.4% | -6.0% | -2.6% | -9.2% | 8.5% | -1.5% | 0.0%
COc1ccc(COCC(O)CN2CC(C)OC(C)C2)cc1OC (stereo not given) | -1.0 | -2.3% | 22.3%[57.1 µM] | 6.4% | -2.1% | -12.5% | 3.2% | -3.5% | 13.2%[57.1 µM]
CCOC(=O)Nc1nn(-c2ccc(C)cc2)c(=O)c(C#N)c1C | -1.8 | 10.5% | 11.9%[11.4 µM] | 7.1% | 0.7% | -19.7% | 3.1% | -0.4% | 0.0%[11.4 µM]
CCOc1ccc(OCC(=O)Nc2cc3c(cc2C(=O)O)OCCCO3)cc1 | -2.9 | -21.5% | 37.4%[activator] | 1.3% | -1.4% | -21.5% | -4.3% | -2.0% | 11.1%
CCOC(=O)c1sc(C)c2c1NC(C)(c1cccc3ccccc13)NC2=O (stereo not given) | -3.7 | 14.5% | 11.4%[57.1 µM] | 8.2% | -2.4% | -19.3% | -4.8% | -1.3% | 17.0%[57.1 µM]
Cc1cc(C)c(S(=O)(=O)N2CCC(N3CCN(Cc4ccccc4)C(=O)C3=O)CC2)c(C)c1 | -9.1 | 14.5% | 18.5%[57.1 µM] | -28.4% | 3.0% | -20.0% | 1.9% | -1.1% | -0.5%[57.1 µM]
COc1cc(C(CCN2CCCC(C)C2)c2c(OC)cc(OC)c3c(-c4ccccc4)cc(=O)oc23)cc(OC)c1OC (stereo not given) | 0.9 | -10.2%&-10.7% | -1.1% | 16.3% | 0.9%&0.3% | -22.2% | -19.9% | -3.3%&5.5% | -2.8%

The list continues:
SMILES | LDHA inh | RGS4 inhibitor | rTrxR1 inhibitor | mIDH1 inhibitor | Vif-A3G inh | USP1 inh | Vif-A3F inh | GRP78 ERSR act | TrxR1 substrate
O=C(NC(=S)Nc1cccc(S(=O)(=O)NC2=NCCC2)c1)c1cc(-c2ccco2)nc2ccccc12 | -5.6 | u | 25.1µM* | 0.0% | u | -1.6% | -5.6% | 5.1% | 28.3%
CCOc1ccccc1-n1c(CN2CCN(C(=O)c3ccco3)CC2)nc2ccccc2c1=O | 1.9 | -26.2% | 20µM* | 7.3% | -1.5% | -10.1% | -9.7% | -11.2% | 9.6%
CC1CCc2nc(NC(=O)Cc3ccc(Cl)cc3)sc2C1 (stereo not given) | -1.3 | 4.9% | 19.6% | -10.2% | -4.6% | -3.5% | -11.6% | 3.5% | -3.6%
CC1(C)CC2CC(C)(CN2C(=S)Nc2ccccc2F)C1 (stereo not given) | 2.4 | -13.6% | -0.8% | 0.0% | 0.0% | -10.9% | 2.6% | 0.7% | 2.1%
COc1ccc(C(=O)Nc2ccccc2NC(=O)c2ccco2)cc1OC | -2.1 | -25.1% | -11.7% | -2.5% | 0.6% | -5.1% | x | -3.8% | -3.4%
O=[N+]([O-])c1ccc(-c2ccc(S(=O)(=O)NCCN3CCCC3)cc2)cc1 | -4.0 | -2.5% | 5.2% | -7.8% | 4.2% | -9.6% | -0.5% | -2.8% | -0.9%
COc1ccc(Br)cc1C(=O)O | -2.6 | 14.6% | 4.9% | 1.0% | -0.2% | -18.9% | -13.7% | -1.1% | 1.7%
COc1ccc(C(NC(=O)C2CCCCC2)c2c(O)ccc3ccccc23)cc1 (stereo not given) | 2.3 | u | -3.3% | -0.5% | 0.4% | -10.4% | -0.2% | -3.9% | -1.9%
Cc1cc2c(NC(=O)Nc3ccc(F)cc3)cccc2nn1 | 0.6 | -15.4% | 12.5% | 9.0% | -12.3% | -14.0% | 5.7% | 1.7% | -2.1%
COc1ccc(-c2cc(C(=O)N3CCN(c4ccccc4O)CC3)c3ccccc3n2)cc1 | -1.4 | -12.3% | 18.1% | 2.9% | 2.0% | -18.0% | 3.1% | 5.4% | 11.5%
Cc1ccccc1NC(=S)NC(=O)CCc1ccccc1 | 2.3 | -32.2% | 12.6µM* | 3.0% | -4.5% | -0.9% | -4.1% | -2.1% | 1.5%
O=c1[nH]c(SCc2c(F)cccc2Cl)nc2c1CCC2 | -9.3 | 16.8% | 11.5% | x | x | -24.0% | x | x | -3.4%
Cc1c(Br)cc(C(=O)N2CCN(CCO)CC2)c(C)c1C | -0.9 | -7.7% | 4.8% | -1.0% | 0.9% | -21.3% | 8.5% | -6.3% | -1.4%
COCC(=O)N1CCC(Oc2ccc(C(=O)NCCc3ccncc3)cc2)CC1 | -16.3 | 15.5% | 14.5%[57.1 µM] | 2.7% | -3.0% | 1.2% | -3.5% | -1.7% | 2.9%[57.1 µM]
O=C(O)CCn1c(Cc2ccccc2)nc2ccccc21 | -5.3 | -16.3% | 7.6%[57.1 µM] | 2.5% | -0.6% | -18.2% | -1.0% | -3.8% | 8.2%[57.1 µM]
